sEH activator: soluble epoxide hydrolase (human) activation; purified human sEH enzymatic activity, activator screen; 91,000 compounds, 0.04% hits; activation, % at 2 µM; AID 717; in the data active = activation above about 37%; also: values of inactives mirror those of a sister screen read the other way
Target sequence (P34913 whole entry, looked up): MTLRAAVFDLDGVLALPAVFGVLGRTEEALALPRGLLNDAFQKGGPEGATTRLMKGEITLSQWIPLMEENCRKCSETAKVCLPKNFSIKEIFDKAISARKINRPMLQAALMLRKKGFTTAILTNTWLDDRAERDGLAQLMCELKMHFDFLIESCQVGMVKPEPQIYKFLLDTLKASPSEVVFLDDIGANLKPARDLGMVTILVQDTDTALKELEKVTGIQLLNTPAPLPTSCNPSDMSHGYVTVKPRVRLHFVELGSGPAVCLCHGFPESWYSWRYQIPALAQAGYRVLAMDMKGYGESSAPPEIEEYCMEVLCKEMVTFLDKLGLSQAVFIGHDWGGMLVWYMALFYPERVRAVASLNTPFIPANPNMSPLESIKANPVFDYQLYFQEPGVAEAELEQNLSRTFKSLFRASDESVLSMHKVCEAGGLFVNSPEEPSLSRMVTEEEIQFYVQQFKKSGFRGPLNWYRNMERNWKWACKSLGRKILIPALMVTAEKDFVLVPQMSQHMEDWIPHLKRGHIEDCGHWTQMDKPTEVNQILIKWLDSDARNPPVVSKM
sEH inhibitor: soluble epoxide hydrolase (human) inhibition | P34913 | recombinant human sEH enzymatic activity assay | inhibition, % at 2 µM | 91,000 compounds, 0.34% hits | AID 707; in the data active = inhibition above about 80%; also: values of inactives mirror those of a sister screen read the other way; many of its hits are not listed in these tables
PostGolgi ctrl: yeast control strain growth, post-Golgi counter-screen; efflux-deficient yeast background strain, growth absorbance A615, 16 h; inhibition, % at 10 µM; 98,000 compounds, 5% hits
S1P2 antag: S1P2 (human) receptor antagonism; O95136; cell-based S1P2 antagonist assay, inhibition at 5 uM; inhibition, % at 5 µM; 97,000 compounds, 0.21% hits; AID 736; in the data active = inhibition above about 45%;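 also: CRE beta-lactamase reporter cells expressing human S1P2 stimulated with S1P; 0% = agonist at EC80 alone and 100% = agonist plus reference antagonist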
Target sequence (O95136 whole entry, looked up): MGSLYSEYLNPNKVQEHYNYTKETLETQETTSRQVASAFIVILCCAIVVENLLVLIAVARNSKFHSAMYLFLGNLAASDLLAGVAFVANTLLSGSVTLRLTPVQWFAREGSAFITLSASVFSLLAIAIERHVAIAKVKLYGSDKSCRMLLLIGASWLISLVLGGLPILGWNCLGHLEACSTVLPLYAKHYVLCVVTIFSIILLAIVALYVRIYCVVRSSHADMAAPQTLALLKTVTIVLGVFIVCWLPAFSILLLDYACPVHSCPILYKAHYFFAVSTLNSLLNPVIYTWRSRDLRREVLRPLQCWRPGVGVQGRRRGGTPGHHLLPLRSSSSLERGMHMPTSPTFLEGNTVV
Ecoli WT expand: E. coli BW25113 growth inhibition, expanded screen | 98,000 compounds, 0.15% hits | OD600 absorbance | growth inhibition, % at 100 µM;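 active = growth inhibition above about 50% at one test dose, limit read from the data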;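 also: growth measured after 20 h incubation at 37 °C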
CD11b adhes inh: inhibitors of human CD11b/CD18 binding to fibrinogen; K562 CD11b/CD18 adhesion to fibrinogen, ATPlite luminescence; Mn2+ added to activate the integrin; 93,000 compounds, 0.54% hits; P05107+P11215; inhibition, % at 10 µM; AID 1497;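 active = primary inhibition of 50% or more at 10 µM, then 40% or more on retest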; also: some results filed as inactive read as strong as hits
S1P2 ag: agonists of human S1P2 receptor; 97,000 compounds, 0.46% hits; S1P2-expressing cell line, agonist reporter read-out; O95136; activation, % at 4.5 µM; in the data active = activation above about 16%;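 also: 0% = vehicle low control and 100% = maximal reference agonist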
PostGolgi yeast: growth inhibition of a yeast mutant, post-Golgi transport screen. post-Golgi transport phenotypic cell assay. inhibition, % at 10 µM. 98,000 compounds, 0.9% hits;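 also: yeast cells grown in 1536-well plates; yeast grown about 18 h at 30C before absorbance read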
PLAP act: activates human placental alkaline phosphatase; purified PLAP enzyme, luminescent substrate read-out; active compounds read high; 96,000 compounds, 1.2% hits; activation fold at 20 µM; P05187; in the data active = activation fold above about 2
Active calls of the source: *; x = not tested or not shown. Rule as the data show it, unless noted: active = inhibition above about 30%; inactive = the rest. No enrichment for hits, and some 7.1% of all compounds hit somewhere here.

SMILES	sEH activator	sEH inhibitor	PostGolgi ctrl	S1P2 antag	Ecoli WT expand	CD11b adhes inh	S1P2 ag	PostGolgi yeast	PLAP act
Cc1ccc(S(=O)(=O)Oc2ccc(C(c3c(C)[nH][nH]c3=O)c3c(C)[nH][nH]c3=O)cc2)cc1	-4	4	10	-19	-4	-3	-2	4	x
COC(=O)Cn1ncn2cccc2c1=O	12	-10	6	4	3	-14	-9	0	0.9
O=c1[nH]c2ccc(Cl)cc2c(-c2ccccc2)c1SC(=S)N1CCCCC1	-1	1	23	-17	-4	18	-2	4	1.6
CCOC(=O)Nc1cc(=O)c2ccccc2o1	x	x	43*	-17	-2	-1	-2	-6	0.8
CCOC(=O)C1=C(C)NC(=O)NC1c1ccc(N(C)C)cc1 (stereo not drawn)	8	-10	8	24	8	0	0	1	1.1
O=C(Cn1cnc2c(nnn2Cc2ccccc2F)c1=O)NCC1CCCO1 (stereo not drawn)	-5	8	x	-7	x	x	-4	x	x
CCn1c(C(=O)NCCCN2CCc3ccccc3C2)cc2sccc21	x	x	7	x	10	-1	x	8	1.5
COc1ccccc1NC(=O)CSCC(N)=O	3	1	5	13	2	-6	-1	1	1
COc1ccc(N2C(=O)C3CCCN3C2c2ccc(C)cc2)cc1 (stereo not drawn)	-4	5	-4	5	-1	-18	-3	-15	1.3
Clc1cccc(Cl)c1Cn1cnc(=NCc2ccco2)c2[nH]cnc21	x	x	0	-6	9	-8	-6	20	1
O=C1CCCC/C1=C/Nc1ccc(S(=O)(=O)Nc2ncccn2)cc1	-19	20	-2	10	8	19	-4	-4	1.1
Cc1cc(NC(=O)c2noc3c2CCCC3)no1	x	x	8	x	6	-6	x	2	1
CCCCCc1ccc(CC(=O)O)cc1	6	-5	1	13	-3	4	-10	3	1.2
O=C(Cc1cccc2ccccc12)NCC1CCCO1 (stereo not drawn)	-14	13	1	16	3	-9	-4	2	1.2
CCOc1ccc(NC(=O)C(C)Oc2ccccc2C(=O)Nc2cccc(Cl)c2Cl)cc1 (stereo not drawn)	-8	12	-6	-14	-13	6	-8	-6	1.1
CCCCn1c(SCC(=O)Nc2nccs2)nc2ccccc2c1=O	0	2	13	7	-5	x	2	2	0.9
C/C(=N\N1CCN(C2c3ccccc3-c3ccccc32)CC1)c1ccncc1	-1	1	7	16	1	-10	-7	4	1
c1cnc(-c2nnc3n2CCCCC3)cn1	-6	9	-10	7	-5	-4	-3	2	1.1
Fc1ccc(-c2cc(C(F)(F)F)nc(N3CCCCC3)n2)cc1	x	x	-1	-3	-1	x	-5	5	1.3
O=C(N/N=C/c1ccncc1)c1ccccc1	13	-8	10	-3	2	x	-2	1	0.9
CN1C(=O)c2cccc3c(Cl)ccc(c23)C1=O	2	-1	-4	-28	3	-27	-1	5	0.8
CC(C)NC(=O)c1onc(CSc2ccc(C(C)C)cc2)c1C(=O)O	0	6	17	-5	-13	x	-6	0	0.9
CCCc1nc2sc3ccccc3c(=O)c2c(=O)n1Cc1ccco1	9	-8	-5	20	10	5	-5	14	1
COc1ccc(C(CC(=O)O)NC(=O)Cc2ccccc2)cc1 (stereo not drawn)	x	x	4	x	2	10	x	12	1.1
N#Cc1cnn(Cc2ccccc2)c1/N=C/N1CCOCC1	-5	6	1	-27	9	7	1	-13	0.9
Cc1c(N2C(=O)CS/C2=N\N=C\c2ccc(Br)cc2)c(=O)n(-c2ccccc2)n1C	3	0	-3	15	-4	x	-7	-2	1.2
CCN(Cc1ccccc1)Cc1c(C)[nH]c2c(C)c(C)ccc2c1=O	21	-26	16	1	-13	-8	-3	-4	0.7
C/C(=N\NC(=O)c1cccc(S(=O)(=O)Nc2ccccc2Cl)c1)c1ccc(-n2ccnc2)cc1	-87	87*	4	4	-7	12	-7	-3	1.5
C/C(N)=C(/C#N)C(=O)CSc1nnc(Nc2cccc(C)c2C)s1	x	x	14	16	9	15	-4	6	0.9
COC(=O)c1ccc(CSc2nccn2C)cc1	-6	11	7	-13	-1	-26	-2	-11	1
O=C(NCc1ccc(F)cc1)C(c1cccs1)N(C(=O)c1csnn1)C1CC1 (stereo not drawn)	-3	3	-2	-6	-3	2	-10	12	0.9
C=CCn1c(SCC(=O)N2CC(=O)Nc3ccccc32)nc2scc(-c3ccccc3)c2c1=O	-10	9	1	5	-4	0	-7	-3	1.4
CCCCNC(=O)C1=C(N)C(C(=O)Nc2ccc(C)c(S(=O)(=O)N3CCCCC3)c2)SC1=Nc1ccc(C)cc1C (stereo not drawn)	2	-2	1	4	-3	-1	-4	8	1.8
O=C(Cn1cc(C(=O)c2cccs2)c2ccccc21)NCc1ccc2c(c1)OCO2	x	x	22	1	-18	-11	-1	7	0.7
Cn1c(=O)c2c(ncn2CC(=O)OCc2ccccc2)n(C)c1=O	-4	6	6	3	-7	6	-8	-2	0.8
O=C(c1cccc(F)c1)N1CCN(C2CCCCC2)CC1	1	-2	-12	-9	-4	-17	-4	11	0.9
Cc1ccc(S(=O)(=O)N2CCOCC2)cc1C(=O)N1CCOCC1	-11	12	2	-2	0	-22	-2	-1	1
COc1cccc(-c2nc(NC(C)(C)C)c3ccccc3n2)c1O	x	x	28	4	1	28	-5	-4	1.3
CC1CN(c2ccccc2)C(=O)CS1 (stereo not drawn)	-5	8	11	3	4	-8	-1	-7	0.9
CCOc1ccccc1NC(=O)c1ccc(S(=O)(=O)N(C)C)cc1	-26	27	2	-20	15	16	-4	-2	1.4
CC(C)(C)C(=O)NNC(=O)CCCOc1ccc(Cl)cc1Cl	-8	9	7	9	7	x	-10	-5	1.5
CC(C)=C(C#N)c1nc2ccccc2s1	-3	1	9	11	2	-26	-3	-3	1.1
C/C(=N\NC(=O)c1ccc(F)cc1)c1cccc(NC(=O)c2ccco2)c1	-10	12	14	1	-4	-4	-5	-5	1
CCOC(=O)c1c(NC(=O)/C=C/c2ccc(C)o2)sc(C)c1C	-7	5	4	11	-21	-10	-5	18	1
CC1CCN(C(=O)/C(=C/c2ccccc2Cl)c2ccccc2)CC1	1	-1	19	13	7	9	-5	1	1.2
O=C(CC1NCCNC1=O)Nc1ccc2c(c1)OCCO2 (stereo not drawn)	12	-12	-4	0	4	-5	-7	-2	1.1
O=Cc1cccc(OC(=O)c2ccc(Cl)cc2Cl)c1	-24	25	-1	-44	3	-41	-2	20	0.8
COCCSc1nc2c(c(=O)[nH]c(=O)n2C)n1CCC(C)C	-1	4	14	-25	4	-19	-4	-6	0.8
CC(C)CCSc1nc(N)c(C#N)cc1C#N	-19	16	19	0	-7	x	-8	-10	1.3
CC1=C(C(=O)NC2CCC(C)CC2)C2(CCC(C)CC2)OC1=O (stereo not drawn)	-4	4	4	9	-5	-8	-2	-7	1
O=C(Cc1ccccc1)CC1(O)C(=O)Nc2ccccc21 (stereo not drawn)	6	-1	13	10	0	-17	-3	-6	1.1
O=C(NCN1CCN(c2ccccc2F)CC1)c1cccnc1	2	1	-1	12	0	x	-6	9	1
CCn1c(CSc2ncccn2)nnc1SCC(=O)N1c2ccccc2CC1C (stereo not drawn)	-9	11	0	12	0	13	-4	13	1.3
CCOc1ccccc1NC(=O)c1cccc(NC(=O)c2ccco2)c1	24	-24	13	-14	-4	15	-6	-7	0.9
Cc1ccc2c(CN3CCCc4ccccc43)cc(=O)oc2c1C	1	-2	14	6	-2	16	-5	0	1.3
CCOC(=O)NC1(C(F)(F)F)NC(=O)N(Cc2ccco2)C1=O (stereo not drawn)	17	-18	-4	19	2	-2	-7	2	1
COc1cc(/C=N/NC(N)=S)ccc1OCC(=O)Nc1ccc(C)c(C)c1	0	2	7	6	-8	-8	-3	-2	1
CCOC(=O)c1[nH]c2ccccc2c1NC(=O)c1ccc(Br)o1	-4	8	x	0	x	x	1	x	x
CC1CCCN(S(=O)(=O)c2ccc(NC(=O)c3cccc(-n4cnnn4)c3)cc2)C1 (stereo not drawn)	-96	96*	5	11	-10	-10	-7	11	1.2
CCn1nnc(-c2ccccc2NC(=O)c2cc(OC)cc(OC)c2)n1	16	-18	10	-32	-3	-6	1	-13	0.9

Some of the entries so far, with values under each structure.
Every second line gives: sEH activator	sEH inhibitor	PostGolgi ctrl	S1P2 antag	Ecoli WT expand	CD11b adhes inh	S1P2 ag	PostGolgi yeast	PLAP act
> CCOc1ccccc1NC(=O)c1cccc(NC(=O)c2ccco2)c1
  24	-24	13	-14	-4	15	-6	-7	0.9
> Cc1ccc2c(CN3CCCc4ccccc43)cc(=O)oc2c1C
  1	-2	14	6	-2	16	-5	0	1.3
> CCOC(=O)NC1(C(F)(F)F)NC(=O)N(Cc2ccco2)C1=O (stereo not drawn)
  17	-18	-4	19	2	-2	-7	2	1
> COc1cc(/C=N/NC(N)=S)ccc1OCC(=O)Nc1ccc(C)c(C)c1
  0	2	7	6	-8	-8	-3	-2	1
> CCOC(=O)c1[nH]c2ccccc2c1NC(=O)c1ccc(Br)o1
  -4	8	x	0	x	x	1	x	x
> CC1CCCN(S(=O)(=O)c2ccc(NC(=O)c3cccc(-n4cnnn4)c3)cc2)C1 (stereo not drawn)
  -96	96*	5	11	-10	-10	-7	11	1.2
> CCn1nnc(-c2ccccc2NC(=O)c2cc(OC)cc(OC)c2)n1
  16	-18	10	-32	-3	-6	1	-13	0.9

The listing continues.
SMILES	sEH activator	sEH inhibitor	PostGolgi ctrl	S1P2 antag	Ecoli WT expand	CD11b adhes inh	S1P2 ag	PostGolgi yeast	PLAP act
CN(CC(O)CN)CC(O)CN1CCCCC1 (stereo not drawn)	-12	11	-2	11	3	-2	-6	1	1.7
CCC(Oc1ccc2ccccc2c1)C(=O)O (stereo not drawn)	-5	6	-9	14	1	-31	-5	27	1.3
CCCn1c(=NC(C)=O)c(C#N)cc2c(=O)n3cccc(C)c3nc21	16	-18	x	-20	x	x	8	x	x
Cc1c(OC(=O)CNC(=O)OC(C)(C)C)ccc2c3c(c(=O)oc12)CCC3	8	-10	4	-1	2	-8	-1	4	1
COc1ccccc1CC(NC(C)=O)C(=O)NC1CCN(c2nnnn2-c2ccccc2)CC1 (stereo not drawn)	-1	1	5	-5	0	5	-6	-5	1.6
COc1ccc(C2C(C(=O)NCc3cccnc3)c3ccccc3C(=O)N2C)cc1OC (stereo not drawn)	-2	2	-16	12	5	9	-5	-2	1.1
CC(=O)NC1=NN(C(C)=O)C(c2sccc2C)S1 (stereo not drawn)	-10	13	-6	1	7	7	-5	-4	1.3
COc1ccc(OCC(=O)Nc2cc(OC)cc(OC)c2)cc1	x	x	-10	x	-4	9	x	-9	0.7
COC(=O)c1ccc(CSc2nnc(CNC(=O)c3ccccc3F)o2)o1	-8	7	-7	8	7	-7	1	8	0.9
CCCSc1nc(C)cc(C)c1C(N)=O	-4	4	1	9	2	-10	-5	-14	1
CCCCCCCCOc1ccc(C2OC34CCCCC3C(C#N)(C#N)C2(C#N)C(=N)O4)cc1 (stereo not drawn)	-1	0	13	8	-1	-5	-3	-5	0.9
CC(=O)c1c(C)[nH]c(C(=O)OCC(=O)Nc2cc(C)on2)c1C	x	x	5	x	-6	5	x	2	1.1
CC1CCCC(NC(=O)C2CCN(S(=O)(=O)N3CCOCC3)CC2)C1C (stereo not drawn)	-62	61	-2	21	0	-5	-1	-10	1.1
COc1ccc(OC)c(NC(=O)C2CCCN(S(=O)(=O)c3cccc4nsnc34)C2)c1 (stereo not drawn)	8	-6	9	9	1	x	-5	0	1.1
Cc1cc(C(C)(C)C)oc1C(=O)Nc1ccc(CC(=O)O)cc1	x	x	-4	x	4	-3	x	-7	1.2
Cc1cc(NC(=O)COC(=O)c2cc3c(s2)CCC(C)C3)no1 (stereo not drawn)	-19	21	-4	3	-10	-4	-7	-3	0.9
Cc1cccc(NC(=O)CN(C)S(=O)(=O)c2ccc(Cl)cc2)n1	x	x	12	x	1	-3	x	0	0.9
O=C(c1ccco1)c1cn[nH]c1-c1ccc(Cl)cc1O	-9	10	1	-3	6	-18	-7	22	2.9*
Cc1cccc(C(=O)Nc2c(C#N)c(C)c(C)n2Cc2ccccc2)c1	-8	10	9	15	-6	-1	-4	5	1.1
COc1ccccc1Nc1nc(-c2ccc([N+](=O)[O-])cc2)nc2ccccc12	-20	19	x	2	x	x	-5	x	x
C=CCOc1c(OC)cc(Cl)cc1C1NC(=O)NC(C)=C1C(C)=O (stereo not drawn)	8	-2	-4	-7	2	5	-1	-5	0.9
CCn1c(-c2cccs2)nc2ccccc21	2	1	x	-15	x	x	-5	x	x

Assay outcomes: PubChem BioAssay, several laboratories
